# L3MBTL1 block: blocks human L3MBTL1. Potency, µM (titrated, usually from 57.1 µM), inactives show at the highest dose activity, negative = inhibition, most hits filed as inhibitors. AID 485360. AlphaScreen L3MBTL1–H3K9me1 peptide binding. Q9Y468. 230,000 compounds, 0.66% hits; active = well fitted inhibition curve with a large enough effect; inconclusive = small, poorly fitted or top-dose-only effect; inactive = no such curve, though single readings can be large or run the other way; also: nearly all actives have a fitted effect of over 60% in size
# Target sequence (Q9Y468 whole entry, looked up): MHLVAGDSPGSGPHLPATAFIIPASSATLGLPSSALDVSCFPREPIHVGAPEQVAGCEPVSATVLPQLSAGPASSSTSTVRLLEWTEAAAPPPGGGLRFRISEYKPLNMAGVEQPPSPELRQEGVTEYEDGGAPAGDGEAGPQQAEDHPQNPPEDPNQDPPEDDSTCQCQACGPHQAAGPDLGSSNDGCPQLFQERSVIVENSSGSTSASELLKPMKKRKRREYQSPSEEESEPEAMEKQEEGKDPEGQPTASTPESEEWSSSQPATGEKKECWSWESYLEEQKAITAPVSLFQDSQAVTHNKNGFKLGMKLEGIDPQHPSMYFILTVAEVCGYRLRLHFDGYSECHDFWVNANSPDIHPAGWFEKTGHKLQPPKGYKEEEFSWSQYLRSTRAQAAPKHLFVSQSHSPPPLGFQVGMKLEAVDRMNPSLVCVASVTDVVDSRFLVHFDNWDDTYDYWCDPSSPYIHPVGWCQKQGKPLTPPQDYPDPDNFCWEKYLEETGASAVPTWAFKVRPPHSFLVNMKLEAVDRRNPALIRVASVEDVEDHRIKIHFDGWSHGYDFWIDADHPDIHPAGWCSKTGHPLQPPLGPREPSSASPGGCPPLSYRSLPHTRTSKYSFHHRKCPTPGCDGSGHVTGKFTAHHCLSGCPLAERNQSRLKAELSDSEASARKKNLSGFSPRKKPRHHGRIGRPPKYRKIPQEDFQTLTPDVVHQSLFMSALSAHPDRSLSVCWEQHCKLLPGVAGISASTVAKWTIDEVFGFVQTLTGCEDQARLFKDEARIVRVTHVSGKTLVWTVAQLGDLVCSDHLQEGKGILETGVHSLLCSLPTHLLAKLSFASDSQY
#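 AlphaScreen assay: L3MBTL1 (50 nM final) was preincubated 30 min at room temperature with biotinylated H3(1-15)K9me1 peptide (75 nM final), then 30 min with library compounds; streptavidin donor and nickel chelate acceptor beads (10 ug/mL final) added, 30 min dark.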
# * marks the source's active call; other numbers are inactive results; ? = inconclusive; [ ] = another dose, or the depositor's remark. % is scaled to controls: 0 for no effect and ±100 for the full control effect; potency is read from the fitted curve at half-maximal effect.
L3MBTL1 block | compound
-1% | CC(C)c1ccc(C2/C(=C(/O)c3ccccc3)C(=O)C(=O)N2CCCN2CCOCC2)cc1 (stereo unspecified)
6% | Cc1noc(C)c1COc1ccccc1C(=O)Nc1ccc(C(N)=O)cc1
4% | O=C(Nc1ccc(Cl)cc1F)C1CCCN(C2=NS(=O)(=O)c3ccccc32)C1 (stereo unspecified)
-8% | O=C(NCCc1ccccc1)C(=O)NCC1CCCN1S(=O)(=O)c1ccccc1 (stereo unspecified)
-17% | Cc1csc2nc(O)c(C(=O)NCCCc3ccccc3)c(=O)n12
18% | CC(C)[C@H](CN1CCC[C@H]1CN1C(N)=NC[C@H]1C(C)C)N1C[C@@H](Cc2ccccc2)N(CCCC2CCCC2)C1=N
7% | Cc1cc(OCC(=O)OCC(=O)c2c(N)n(C)c(=O)n(C)c2=O)ccc1Cl
5% | CC1CCCC(NC(=O)COC(=O)[C@@H](NC(=O)c2ccc(F)cc2)C(C)C)C1C (stereo partly specified)

# Later entries.
L3MBTL1 block | compound
2% | CN(C(=O)C1CCCN1S(=O)(=O)c1ccc(Cl)cc1)c1ccccc1 (stereo unspecified)
-2% | COc1ccc(Cl)cc1NC(=O)CN(C)CC(=O)N(CC(C)C)c1c(N)n(CC(C)C)c(=O)[nH]c1=O
10% | COC(=O)Cn1cnc2c(Cl)nc(F)nc21
9% | O=S(=O)(c1ccc(NCCOCCO)nc1)N1CCCCC1
0% | NC(=O)C1CCN(C(=O)c2ccc(-c3ccccc3Cl)o2)CC1
-1% | COc1ccc(CCN(C)C(=O)c2cc(S(=O)(=O)NCc3ccccc3)ccc2C)cc1OC
3% | CCN(c1ccccc1)S(=O)(=O)c1ccc(C(=O)N2CCOCC2)cc1
-3% | CCCC(=O)Nc1ccc(-c2nc3ncccc3o2)cc1

# Later entries.
L3MBTL1 block | compound
-1% | COc1ccc(NS(=O)(=O)c2cccc(C(=O)N3CCN(C(=O)c4ccco4)CC3)c2)cc1
-8% | O=C1N[C@@H](c2ccccc2)COC(=O)[C@H](Cc2ccc(F)cc2)C/C=C\C[C@@H]1CC(=O)N(CCO)Cc1ccccc1
13% | CC(C)CN(C(=O)COC(=O)COc1ccc2ccccc2c1)c1c(N)n(Cc2ccccc2)c(=O)[nH]c1=O
-1% | CSCCC(NC(=O)c1ccccc1Br)C(=O)NNC(=O)c1cc(C)oc1C (stereo unspecified)
3% | COC(=O)c1ccccc1S(=O)(=O)NNC(=O)C1COc2ccccc2O1 (stereo unspecified)
-7% | Cc1ccc(C(=O)NC(=S)N2CCCCCC2)cc1
5% | CC12CCC(=O)N1C(C(=O)N1CCN(c3cccc(Cl)c3)CC1)CS2 (stereo unspecified)
4% | CC(C)(CNC(=O)c1cccc(S(=O)(=O)NCc2ccccc2)c1)N1CCOCC1

# Next section
L3MBTL1 block | compound
5% | CCC(C)Sc1ccc(-c2nc3ccc(Cl)cn3c2NCc2ccccc2)cc1 (stereo unspecified)
-6% | CCN(C[C@H]1N[C@@](CC)(C(=O)OC)[C@H]2C(=O)N(C)C(=O)[C@@H]12)C(=O)Nc1ccc(OC)cc1
0% | O=C(OCC(=O)N(C1CCCCC1)C1CCCCC1)c1ccc(Cl)nc1
-9% | COCCn1c(C)cc(C(=O)COC(=O)/C=C/c2c(C)nn(C3CCS(=O)(=O)C3)c2Cl)c1C (stereo unspecified)
3% | COc1ccccc1C(=O)NCC(=O)OC(C)C(=O)N(C)C1CCCCC1 (stereo unspecified)
-5% | COCCN(C(=O)COC(=O)C(c1ccccc1)c1ccccc1)c1c(N)n(Cc2ccccc2)c(=O)[nH]c1=O
2% | CC1CN(S(=O)(=O)c2cccc(C(=O)NCCC3=CCCCC3)c2)CC(C)O1 (stereo unspecified)
-1% | CCN(CC)S(=O)(=O)c1ccc(N2CCN(C)CC2)c(NC(=O)CSCC(=O)Nc2cccc(C)c2)c1

# Following part
L3MBTL1 block | compound
-4% | Cc1cnc(C(=O)OCC(=O)Nc2ccc(C)c(S(=O)(=O)N3CCOCC3)c2)cn1
7% | Cc1cc(C)cc(NC(=O)C(c2ccccc2)N2CCN(CC(=O)N3CCCC3)CC2)c1 (stereo unspecified)
-2% | NS(=O)(=O)c1ccc(CCNC(=S)NC(=O)c2ccccc2Br)cc1
-11% | CCN(CC)S(=O)(=O)c1ccc(N2CCN(C)CC2)c(NC(=O)COc2ccc(F)cc2Cl)c1
-1% | Cc1cccc(OCC(=O)NCc2nnc3ccc(C(F)(F)F)cn23)c1C
-2% | O=C(COC(=O)c1ccc(F)cc1Cl)NC(=O)NC1CCCC1
1% | CCCCN(C(=O)C1CCCC1)c1c(N)n(CC(C)C)c(=O)[nH]c1=O
7% | CCN(C[C@H]1N[C@@](Cc2ccccc2)(C(=O)OC)[C@H]2C(=O)N(C)C(=O)[C@@H]12)S(=O)(=O)c1ccc(OC)cc1

# New compounds follow:
L3MBTL1 block | compound
-2% | CSc1ncccc1C(=O)Nc1ccc(S(=O)(=O)N2CCCC2)cc1
-6% | Cn1cccc1C(=O)NCC1COc2ccccc2O1 (stereo unspecified)
14% | Clc1ccc(C#Cc2cccnc2)cc1
1% | O=C(OCCCc1cc2ccccc2c(=O)o1)N1CCOCC1
-5% | CCC1CCc2sc(C(=O)NC3CCN(Cc4ccccc4)CC3)cc2C1 (stereo unspecified)
28% | Cc1ccc(Cl)cc1NC(=O)CN1C(=O)NC(C)(C2CC2)C1=O (stereo unspecified)
2% | Cc1cccc(NC(=O)c2cc(S(=O)(=O)N3CCCCC3)ccc2Cl)n1
-4% | COCCN(C(=O)c1ccc(NC2CC2)c([N+](=O)[O-])c1)c1c(N)n(CC(C)C)c(=O)[nH]c1=O

# Next section.
L3MBTL1 block | compound
3% | Cc1ccc(C(=O)OCC(=O)N(CC(C)C)c2c(N)n(Cc3ccccc3)c(=O)[nH]c2=O)cc1[N+](=O)[O-]
6% | CC(C)CN(C(=O)c1ccc(-n2cncn2)c([N+](=O)[O-])c1)C1CCS(=O)(=O)C1 (stereo unspecified)
10% | Cc1ccc(C)c(N2CCN(C(=O)CCc3nc(-c4cccc(C(F)(F)F)c4)no3)CC2)c1
-23% | CCSc1nnc(NC(=O)c2ccc3nc[nH]c3c2)s1
47%[activator] | O=C(CSc1nnc(C2CC2)n1-c1ccccc1)N1CCCC1
8% | Cc1ccnc(NC(=O)CNC(=O)C23CC4CC(CC(C4)C2)C3)c1
6% | CC(C)NC(=O)N(C)C[C@H]1Oc2c(NS(=O)(=O)c3ccc(F)cc3)cccc2C(=O)N([C@H](C)CO)C[C@@H]1C
7% | Cc1c(N(C)S(=O)(=O)c2cc(C(=O)NCC3CCCO3)ccc2Cl)c(=O)n(-c2ccccc2)n1C (stereo unspecified)

# (listing goes on)
L3MBTL1 block | compound
5% | Cc1ccc(NC(=O)Cc2nc(COC(=O)c3c(F)cccc3Cl)cs2)cc1
-2% | O=C(CCN1C(=O)c2ccccc2S1(=O)=O)Nc1ccc(F)c([N+](=O)[O-])c1
5% | COc1ccc(OCC(O)Cn2c(N3CCCCC3)nc3c2c(=O)n(C)c(=O)n3C)cc1 (stereo unspecified)
-1% | NS(=O)(=O)c1ccc(CCNC(=O)CSCC(=O)Nc2ccc(Cl)cc2)cc1
-8% | C[C@H](CO)N1C[C@H](C)[C@H](CN(C)Cc2ccc(Oc3ccccc3)cc2)Oc2ccc(NC(=O)Nc3cccc4ccccc34)cc2CC1=O
-9% | NC(=O)c1ccc(NC(=O)COc2cccc3c2CCNC3=O)cc1
-3% | COc1cc(SC)ccc1C(=O)Nc1cccc(S(=O)(=O)NC2=NCCCCC2)c1
0% | COc1cc(OC)cc(C(=O)NC2CCCN(Cc3ccc(Cl)cc3)C2)c1 (stereo unspecified)

# Further structures:
L3MBTL1 block | compound
0% | Cc1ccccc1-c1ccccc1CN1[C@@H](C(C)C)COCCS1(=O)=O
6% | O=C(O)c1cc(Cl)ccc1OS(=O)(=O)c1ccc(Cl)s1
-3% | COc1ccc(S(=O)(=O)N(C)C[C@H]2Oc3ccc(NS(=O)(=O)c4ccc(F)cc4)cc3C(=O)N([C@H](C)CO)C[C@@H]2C)cc1
-1% | CN(C)C(CNC(=O)C1CCCN1C(=O)c1cccs1)c1ccccc1 (stereo unspecified)
8% | Cn1c(=NC(=O)CCS(=O)(=O)c2ccccc2)sc2cc(F)ccc21
6% | Cc1ccnn1-c1ccc(C(=O)OCC(=O)Nc2ccc(F)cc2)cc1
7% | COc1ccc(CNS(=O)(=O)CCNC(=O)c2cccc(OC)c2)cc1
5% | Cc1ccccc1OCCC(=O)OCC(=O)NNC(=O)c1cccs1

# Rewritten bar-delimited: 16 of the compounds above
SMILES | L3MBTL1 block
Cc1ccc(NC(=O)Cc2nc(COC(=O)c3c(F)cccc3Cl)cs2)cc1 | 5%
O=C(CCN1C(=O)c2ccccc2S1(=O)=O)Nc1ccc(F)c([N+](=O)[O-])c1 | -2%
COc1ccc(OCC(O)Cn2c(N3CCCCC3)nc3c2c(=O)n(C)c(=O)n3C)cc1 (stereo unspecified) | 5%
NS(=O)(=O)c1ccc(CCNC(=O)CSCC(=O)Nc2ccc(Cl)cc2)cc1 | -1%
C[C@H](CO)N1C[C@H](C)[C@H](CN(C)Cc2ccc(Oc3ccccc3)cc2)Oc2ccc(NC(=O)Nc3cccc4ccccc34)cc2CC1=O | -8%
NC(=O)c1ccc(NC(=O)COc2cccc3c2CCNC3=O)cc1 | -9%
COc1cc(SC)ccc1C(=O)Nc1cccc(S(=O)(=O)NC2=NCCCCC2)c1 | -3%
COc1cc(OC)cc(C(=O)NC2CCCN(Cc3ccc(Cl)cc3)C2)c1 (stereo unspecified) | 0%
Cc1ccccc1-c1ccccc1CN1[C@@H](C(C)C)COCCS1(=O)=O | 0%
O=C(O)c1cc(Cl)ccc1OS(=O)(=O)c1ccc(Cl)s1 | 6%
COc1ccc(S(=O)(=O)N(C)C[C@H]2Oc3ccc(NS(=O)(=O)c4ccc(F)cc4)cc3C(=O)N([C@H](C)CO)C[C@@H]2C)cc1 | -3%
CN(C)C(CNC(=O)C1CCCN1C(=O)c1cccs1)c1ccccc1 (stereo unspecified) | -1%
Cn1c(=NC(=O)CCS(=O)(=O)c2ccccc2)sc2cc(F)ccc21 | 8%
Cc1ccnn1-c1ccc(C(=O)OCC(=O)Nc2ccc(F)cc2)cc1 | 6%
COc1ccc(CNS(=O)(=O)CCNC(=O)c2cccc(OC)c2)cc1 | 7%
Cc1ccccc1OCCC(=O)OCC(=O)NNC(=O)c1cccs1 | 5%

# Next section.
L3MBTL1 block | compound
0% | CCOc1cc(N2CCOCC2)c(OCC)cc1NC(=O)CSc1nnc(N)s1
-12% | CN(CC(=O)Nc1ccc(N2CCOCC2)cc1)C(=O)CCc1cc(C(C)(C)C)c(O)c(C(C)(C)C)c1
0% | O=C(CCl)Nc1cccc(S(=O)(=O)NC2=NCCCCC2)c1
-2% | CCOc1ccccc1NC(=O)C(OC(=O)c1cnccn1)c1ccccc1 (stereo unspecified)
3% | CCOc1ccccc1C(=O)N[C@H](C(=O)NNC(=O)c1cccs1)C(C)C
-6% | Cc1ccc(C(=O)Nc2ncccc2O)cc1S(=O)(=O)N1CCCCC1
6% | O=C(Nc1nc(-c2ccc(F)c(F)c2)cs1)C1=COCCO1
3% | O=C(CN1CCN(S(=O)(=O)c2ccc(Cl)cc2)CC1)NCC1(N2CCOCC2)CCCCC1

# Following part
L3MBTL1 block | compound
5% | O=C(O)c1cccc(OS(=O)(=O)c2cc(Br)ccc2Br)c1
-21% | O=[N+]([O-])c1ccc(Cl)c(S(=O)(=O)Nc2cccc(-c3ccc(N4CCCC4)nn3)c2)c1
7% | COc1ccc(NC(=O)N(C)C[C@H]2Oc3c(NS(=O)(=O)c4cn(C)cn4)cccc3C(=O)N([C@H](C)CO)C[C@@H]2C)cc1
-10% | Cc1c(C(=O)N2CCN(Cc3cccs3)CC2)oc2ccccc12
-2% | COc1ccccc1N(CC(=O)Nc1ccccc1C(F)(F)F)S(=O)(=O)c1cccs1
? | NC(=O)C1CCN(c2nc(-c3ccccc3C(F)(F)F)cs2)CC1
5% | Oc1ccc(CN2CCN(c3ncccn3)CC2)cc1
4% | Cc1noc(C)c1C(=O)OCC(=O)NCCc1ccccc1

# Continued:
L3MBTL1 block | compound
-15% | COc1ccc(N2CCN(C(=O)COC(=O)CCOc3cc(C)ccc3C)CC2)cc1
10% | Clc1ccc2nc(-c3cccc(SC4CCCCC4)c3)c(NCc3ccccc3)n2c1
-3% | O=C(NCCc1ccc(C(F)(F)F)cc1)C1CC(=O)N(Cc2ccccc2)C1 (stereo unspecified)
? | CCNc1nc(NCC)n2c(SCC(=O)Nc3ccccc3C(F)(F)F)nnc2n1
-3% | CC(Sc1ccccn1)C(=O)Nc1ccc2c(c1)OCO2 (stereo unspecified)
20% | COc1ccccc1-c1sc2ccccc2c1-c1ccc2c(c1)OCCO2
2% | COc1ccc(S(=O)(=O)N2CCN(C(=O)[C@H](Cc3ccccc3)NC(=O)c3ccco3)CC2)cc1
-13% | CCCNC(=O)c1ccc(N2CCC3(CC2)CC(c2cccc(Br)c2)=NO3)c(N)c1

# New compounds follow
L3MBTL1 block | compound
-11% | COc1ccc(-c2noc(CCC(=O)N3CCN(c4ccc(C(F)(F)F)cc4)CC3)n2)cc1
28% | COc1cc(/C=C2\N=C(c3ccccc3)OC2=O)ccc1OC(C)=O
5% | CCCCN1C(Nc2ccccc2)=NC[C@@H]1C
7% | CCN(C(=O)c1cc(S(=O)(=O)N2CCc3ccccc32)cn1C)c1ccccc1
-7% | COc1ccc(NC(=O)COc2ccc(C)c(C)c2)cc1S(=O)(=O)N1CCCCC1
-6% | CC1(C)CC(NC(=O)c2cccc(S(=O)(=O)Nc3cccc(Cl)c3)c2)CC(C)(C)N1
-3% | CCN(CC)C(=O)[C@H]1CC(CC(=O)NC(C)(C)C)C(=O)N2CCc3c([nH]c4ccccc34)[C@]12C (stereo partly specified)
6% | O=C(COC(=O)CCC1CCCC1)Nc1cc(S(=O)(=O)N2CCOCC2)ccc1Cl
-11% | Cc1cc(C(=O)CCC(=O)N(C)CC(=O)Nc2ccc(OC(F)(F)F)cc2)c(C)s1

# Assay outcomes (PubChem)

# Not all compounds are listed; count on the stated rates, not on these rows.
